Screens deposited in PubChem by National Center for Advancing Translational Sciences (NCATS).
HP1b binding inh – blocks HP1-beta chromodomain binding to methylated histone tails | Potency, µM (highest dose often 114 µM), without a hit: top-dose activity change, negative = inhibition, usual class: inhibitors | 0.56% of 390,000 active | AlphaScreen HP1-beta / biotin-H3K9me3 peptide binding | AID 540317; also: potency is read from the fitted curve at half-maximal effect; nearly all actives have a fitted effect of over 70% in size; inactives centre near 23
Target sequence (P83916 whole entry, looked up): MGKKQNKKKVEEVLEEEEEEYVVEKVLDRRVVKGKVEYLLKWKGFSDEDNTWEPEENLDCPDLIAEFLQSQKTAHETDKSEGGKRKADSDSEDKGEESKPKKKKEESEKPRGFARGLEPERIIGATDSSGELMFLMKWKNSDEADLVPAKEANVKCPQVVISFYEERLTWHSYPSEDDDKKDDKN
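HP1-beta protein (50 nM final) preincubated 30 min at room temperature with biotinylated H3(1-18)K9me3 peptide (50 nM) in PBS pH 7.4, 0.01% Tween-20, then compound added for 30 min. AlphaScreen streptavidin donor/nickel chelate acceptor beads (10 ug/mL final), 30 min dark, luminescence read.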
GLS inh – glutaminase GLS (human) inhibition; O94925; GLS enzymatic activity, qHTS titration; Potency, µM (doses to about 45.5 µM), for the others: at the highest dose activity change, negative = inhibition, usual class: inhibitors; 0.21% of 410,000 active; also: potency is read from the fitted curve at half-maximal effect; % is scaled to controls: 0 for no effect and ±100 for the full control effect
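Human kidney-isoform GLS in 45 mM KH2PO4 pH 8.2, 0.02% Tween-20, with compound, started with 1mM L-Glutamine (added stock). Glutamate oxidase/HRP/Amplex red coupled fluorescence read at start and after 30 min at RT.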
TrxR1 substrate – substrates of rat thioredoxin reductase 1. Potency, µM (doses to about 114 µM), without a hit: at the top dose activity change, negative = substrate turnover. AID 588456. purified TrxR1 substrate turnover, NADPH consumption readout. O89049. 0.01% of 390,000 active; also: potency is read from the fitted curve at half-maximal effect; % is scaled to controls: 0 for no effect and ±100 for the full control effect; nearly all actives have a fitted effect of over 50% in size
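Rat TrxR1, dispensed at 90 nM, was prereduced with 400 uM NADPH (final) for 5 min at ~22 deg C, then incubated with compound 15 min before 400 uM selenite. A first-read NADPH fluorescence drop versus no-compound background flagged substrates.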
USP1-UAF1 inh – USP1/UAF1 (human) deubiquitinase inhibition; 0.23% of 390,000 active; recombinant USP1/UAF1, Ub-Rhodamine cleavage fluorescence; Potency, µM (series often up to 57.1 µM), for the others: top-dose activity change, negative = inhibition, usual class: inhibitors; also: potency is read from the fitted curve at half-maximal effect; % is scaled to controls: 0 for no effect and ±100 for the full control effect; nearly all actives have a fitted effect of over 60% in size; inactives centre near -12
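USP1/UAF1 complex at 1 nM was preincubated with compound for 15 min at room temperature, then Ub-Rho substrate (150nM final) was added. Fluorescence (480/540 nm) was read kinetically, 6 reads every 60 seconds.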
Pin1 inhibitor – human Pin1 inhibition | Q13526 | Pin1 FP peptide displacement, HiFluor488, 10 min | Potency, µM (highest dose often 115 µM), without a hit: top-dose activity, negative = inhibition, actives largely listed as inhibitors | 0.009% of 390,000 active | AID 504891; active = well fitted inhibition curve with a large enough effect in the polarisation, with a control signal flat, not every such curve was filed as active; inconclusive = small, poorly fitted or top-dose-only effect, or effect the other way, or a change in a side signal; inactive = no such curve, though single readings can be large or run the other way; the % refers to the polarisation; also: potency is read from the fitted curve at half-maximal effect; % is scaled to controls: 0 for no effect and ±100 for the full control effect
Target sequence (Q13526 whole entry, looked up): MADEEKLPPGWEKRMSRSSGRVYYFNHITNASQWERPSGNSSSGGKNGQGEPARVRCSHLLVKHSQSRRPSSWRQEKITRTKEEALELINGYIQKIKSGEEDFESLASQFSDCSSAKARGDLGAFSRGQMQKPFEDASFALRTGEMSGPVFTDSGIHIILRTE
PI4K2A inh – PI4K2A (human) kinase inhibition; Q9BTU6; purified PI4K2A, ADP-Glo luminescence, 1 h; stronger effect = lower value; activity change, negative = inhibition, % at 76.9 µM; 0.13% of 420,000 active; AID 1346378; in the data active = activity change below about -50%; inconclusive = mostly about -30% to -49%;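 also: -100% = wells without enzyme as full effect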
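PI4K2A activity was measured by ADP-Glo luminescence: enzyme (4 ug/mL stock) and phosphatidylinositol (1.2 mM stock) in Tris pH 7.5/MgCl2/EGTA/Triton X-100 buffer were reacted with ATP (300 microM stock) for one hour at ambient temperature.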
mIDH1 inhibitor – inhibitors of human mutant IDH1 R132H | O75874 | IDH1-R132H enzyme, NADPH consumption, diaphorase/resazurin fluorescence | Potency, µM (series often up to 76.6 µM), for inactives: at the top dose activity change, negative = inhibition, usual class: inhibitors | 0.093% of 390,000 active; also: potency is read from the fitted curve at half-maximal effect; % is scaled to controls: 0 for no effect and ±100 for the full control effect; nearly all actives have a fitted effect of over 65% in size
Target sequence (O75874 whole entry R132H, stated change not applied): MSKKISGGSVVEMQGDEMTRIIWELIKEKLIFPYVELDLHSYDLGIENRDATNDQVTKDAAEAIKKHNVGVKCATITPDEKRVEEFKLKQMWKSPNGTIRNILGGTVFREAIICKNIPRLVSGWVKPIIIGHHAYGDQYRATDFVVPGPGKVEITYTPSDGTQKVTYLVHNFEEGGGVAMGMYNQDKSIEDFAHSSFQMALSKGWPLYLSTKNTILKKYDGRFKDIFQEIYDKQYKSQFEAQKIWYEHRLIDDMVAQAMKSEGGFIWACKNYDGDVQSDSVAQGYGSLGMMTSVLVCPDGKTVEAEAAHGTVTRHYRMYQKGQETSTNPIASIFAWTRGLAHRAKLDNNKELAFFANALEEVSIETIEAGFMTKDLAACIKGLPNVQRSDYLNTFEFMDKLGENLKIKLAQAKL
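IDH1-R132H (0.5 ug/mL) preincubated 30 min with compound, then NADPH (0.016 mM) and alpha-KG (2 mM) added; 80 min at RT, pH 7.5. Remaining NADPH coupled via diaphorase/resazurin to fluorescence (540/590 nm); concentration-response curves normalized to no-enzyme control.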
TrxR1 inh – blocks rat thioredoxin reductase 1; 1% of 390,000 active; O89049; recombinant rTrxR1, NADPH fluorescence consumption, selenite substrate; Potency, µM (series often up to 114 µM), inactives show at the highest dose activity change, negative = inhibition, usual class: inhibitors; also: potency is read from the fitted curve at half-maximal effect; % is scaled to controls: 0 for no effect and ±100 for the full control effect; nearly all actives have a fitted effect of over 65% in size
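Rat TrxR1 (90 nM in the dispensed reagent) was pre-reduced with 400 uM NADPH for 5 min at room temperature, then incubated with compound for 15 min. After 400 uM selenite was added, NADPH fluorescence (Ex 340/Em 450 nm) was followed for 8 min.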
PGK inhibitor – blocks T. brucei phosphoglycerate kinase; PGK/GAPDH coupled, Kinase-Glo luminescence, 60 min; Potency, µM (titrated, usually from 57.5 µM), for inactives: at the highest dose activity change, negative = inhibition, hits mostly inhibitors; 0.043% of 380,000 active; AID 602233; also: potency is read from the fitted curve at half-maximal effect; % is scaled to controls: 0 for no effect and ±100 for the full control effect; nearly all actives have a fitted effect of over 60% in size
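Luminescent ATP detection (Kinase-Glo Plus) follows a 60-minute room-temperature incubation, with wells lacking PGK as controls. Buffer: 100 mM TEA (pH 7.6), 5 mM MgCl2, 0.01% Tween-20. Coupling enzyme GAPDH (100 nM final) supplies unstable 1,3-BPG in-well.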
The depositor's hits bear a star; i = inactive; ? = inconclusive; . = not tested or not shown; & = joins results of further samples; [ ] = another dose, or the depositor's remark. Unless noted, calls follow the shape of the dose curve; as a rule, active = well fitted curve in the direction sought with a large enough effect; inconclusive = small, poorly fitted or top-dose-only effect, or another doubt; inactive = no such curve, though single readings can be large; an effect the other way counts as inactive or inconclusive. The list is partial; the hit share may differ from the screen's.

Structure	HP1b binding inh	GLS inh	TrxR1 substrate	USP1-UAF1 inh	Pin1 inhibitor	PI4K2A inh	mIDH1 inhibitor	TrxR1 inh	PGK inhibitor
Oc1c(Cl)cccc1C=Nc1cc(C(F)(F)F)ccc1N1CCCC1	?	51.1%[activator]	-7.8%	-19.0%	-2.5%	2.3	0.1%	4.8%	3.5%
COc1cccc(N(CC(=O)N2CCC(C)CC2)S(=O)(=O)c2ccc(C)cc2)c1	8.4%	-1.5%	2.6%	-13.4%	-3.1%	-6.1	33.8%[activator]	13.7%	-4.5%
CC(=O)NCCNC(=O)c1oc2ccccc2c1CSc1ncn[nH]1	54.8%[activator]	15.2%	-2.5%	1.4%	-5.5%	-7.0	4.1%	-17.7%	2.3%
CCOC(=O)COc1cc(=O)n(CC)c2ccccc12	40.1%[activator]	2.9%	-4.6%[57.1 µM]	1.4%	6.7%	0.6	5.4%	2.2%[57.1 µM]	3.9%
CCCOc1ccc(N2C(=O)CC(SC(=NCC)NCC)C2=O)cc1 (stereo unspecified)	26.9%	19.1%	7.2%[57.1 µM]	-3.9%	-11.0%	7.9	5.9%	11.2%[57.1 µM]	3.0%
CN1CCN(c2ccc(NC(=O)COc3ccc4ccccc4c3)cc2)CC1	12.2%	5.9%	3.9%	-32.4%	0.2%	2.4	5.4%	10.0%	-7.5%
C=COCCn1c(=N)n(CCC)c2ccccc21	29.8%	-3.3%	1.3%[57.1 µM]	-15.9%	4.6%	-8.4	1.7%	-15.3%	-1.2%
CN1CCN(Cc2nc3c(c(=O)n(C)c(=O)n3C)n2CCCc2ccccc2)CC1	49.6%[activator]	4.2%	9.6%[57.1 µM]	-17.8%	-15.3%	3.0	-1.5%	13.4%[57.1 µM]	3.9%
Cc1cc(C)c2[nH]c(=O)c(CN(CC3CCCO3)S(=O)(=O)c3ccc4c(c3)OCCO4)cc2c1 (stereo unspecified)	10.3%	-4.4%	16.2%	-19.2%	29.4%	-2.0	3.6%	16.7%	-10.9%
COc1ccc(N2CCN(C(=O)c3oc4ccccc4c3NC(=O)Cc3cccc(OC)c3)CC2)cc1	-21.1%	11.9%	-1.1%	-28.1%	-2.3%	3.7	-5.8%	30.1%[activator]	-2.3%
CCN(C(=O)COc1ncnc2scc(-c3ccc(F)cc3)c12)C1CCS(=O)(=O)C1 (stereo unspecified)	55.0%[activator]	-5.7%	1.2%[11.4 µM]	-15.0%	22.5%	1.6	-4.1%	3.3%[11.4 µM]	4.3%
Cc1ccc2cc(CCNC(=O)C3CCCC3)c(=O)[nH]c2c1	33.0%	1.3%	10.2%	-15.5%	-0.2%	-6.2	2.0%	28.6%	-1.9%
CCc1nonc1NC(=O)c1oc2ccc(Br)cc2c1C	45.5%&25.5%[activator]	1.0%&-0.5%	4.8%&1.5%	-9.0%&-16.5%	8.2%&4.7%	0.6&2.2	-3.8%	21.2%&18.6%	-1.5%
Cc1ccc(OCCn2cc(/C=C/C(=O)O)c3ccccc32)cc1	3.9%	-3.6%	-1.3%	?	-3.9%	7.3	11.0%	-10.9%	-8.8%
CCCCOc1ccc(Cc2cnc(N)nc2N)cc1	29.0%	3.2%	8.4%	-27.2%	0.3%	9.3	-0.6%	29.0%	-9.3%

An excerpt of these results, with values under each structure:
Below each compound: HP1b binding inh	GLS inh	TrxR1 substrate	USP1-UAF1 inh	Pin1 inhibitor	PI4K2A inh	mIDH1 inhibitor	TrxR1 inh	PGK inhibitor
> Cc1ccc2cc(CCNC(=O)C3CCCC3)c(=O)[nH]c2c1
    33.0%	1.3%	10.2%	-15.5%	-0.2%	-6.2	2.0%	28.6%	-1.9%
> CCCCOc1ccc(Cc2cnc(N)nc2N)cc1
    29.0%	3.2%	8.4%	-27.2%	0.3%	9.3	-0.6%	29.0%	-9.3%

Next records:
Structure	HP1b binding inh	GLS inh	TrxR1 substrate	USP1-UAF1 inh	Pin1 inhibitor	PI4K2A inh	mIDH1 inhibitor	TrxR1 inh	PGK inhibitor
CCc1ccc(-n2c(=O)c3cccnc3n2CC(=O)N(CC)c2cccc(C)c2)cc1	142.3%[activator]	-4.2%	17.0%[57.1 µM]	?	6.1%	-3.2	10.4%	23.1%[57.1 µM]	-4.0%
Cc1cc(=O)[nH]c(SC/C=C/c2ccccc2)n1	36.7%	1.9%	6.3%	-11.4%	0.0%	-1.3	1.8%	11.0%	-8.4%
COc1ccccc1NC(=S)NCc1cccs1	39.7%[activator]	1.9%	-3.8%	-12.3%	-2.9%	2.1	1.9%	-14.3%	i
O=C(Cc1ccccc1)Nc1sc2c(c1C(=O)Nc1cccc(Cl)c1)CCCCC2	28.8%	-5.3%	-1.9%	-2.4%	2.8%	1.3	21.2%	-6.0%	-0.3%
CCOC(=O)c1cnc2c(OC)cccc2c1Nc1ccc2c(c1)OCCO2	-12.0%	-16.1%	-9.9%	-21.5%	-4.2%	1.8	18.7%	-12.1%	-1.8%
CC1CCC(NC(=O)CCS(=O)(=O)c2ccc3c(c2)oc(=O)n3C)CC1 (stereo unspecified)	43.4%[activator]	-1.2%	5.2%	-12.0%	0.0%	4.5	7.3%	25.6%	-0.4%
CCc1cccc(NC(=O)CC2SC(N3CCCC3)=NC2=O)c1 (stereo unspecified)	34.6%	-15.2%	-8.2%	-16.1%	0.8%	6.1	2.1%	-12.3%	-7.8%
CN(C)CCNC(=O)Cn1ccc2cc(S(=O)(=O)N3CCCCC3)ccc21	20.1%	6.3%	7.1%[57.1 µM]	-7.0%	-6.6%	-5.4	-9.8%	9.6%[57.1 µM]	-4.7%
Cc1ccc(-c2nc(SCC(=O)c3c(N)n(C)c(=O)n(C)c3=O)n[nH]2)cc1	13.6%	1.5%	0.9%	-0.6%	9.4%	1.4	-3.5%	22.1%	1.2%
O=C(Nc1cccnc1)c1cc([N+](=O)[O-])ccc1Cl	34.5%	0.7%	5.0%	-11.1%	-4.4%	-3.4	11.5%	4.8%	-6.2%
C#CCNC(=O)C1=C[C@@H](c2ccc(C(F)(F)F)cc2)[C@H](CCCO)[C@@H](OCC)O1	64.7%[activator]	0.9%	0.3%	-15.9%	4.0%	1.5	10.1%	0.4%	0.2%
COCCN(C(=O)CCC(=O)Nc1ccccn1)C(C(=O)NCCC(C)C)c1ccc(C)cc1 (stereo unspecified)	26.6%	3.9%	10.4%[57.1 µM]	-8.6%	-4.6%	-2.2	10.3%	22.7%[57.1 µM]	5.3%
COc1cc([C@H](Cc2ccccc2)NC(C)=O)oc(=O)c1	1.8%	17.8µM*	2.6%	-11.4%	.	-0.7	-2.7%	-8.3%	-4.2%
CC(=O)c1ccc(S(=O)(=O)NC2CCCCCCC2)cc1	22.8%	5.8%	6.7%	-7.2%	0.5%	2.1	0.0%	15.1%	-13.7%
COc1cc(C(=O)NC2CCN(CC(=O)NC3CCCCC3)CC2)cc(OC)c1OC	-1.6%	-16.2%	1.2%[57.1 µM]	-2.3%	-6.8%	2.4	3.0%	12.0%[57.1 µM]	-3.1%
Cc1noc(NS(=O)(=O)c2ccc(NC(=O)CSc3nc4ccccc4[nH]3)cc2)c1C	8.0%	7.3%	8.9%	20.8%	-2.9%	0.0	-3.5%	15.0%	1.8%
O=c1oc2ccccc2c(O)c1/C=N/c1ncccn1	15.9%	49.8%[activator]	11.5%	1.9%	-4.3%	-8.5	3.3%	13.7%	-8.7%
CCc1nnc(SCC(=O)Nc2ccc(Cl)cc2F)c2cc3occc3n12	31.4%	-4.4%	-16.7%	-13.0%	12.6%	-1.5	0.0%	-10.6%	i
CC(CO)Nc1nc(SCc2ccccc2)nc2sc3c(c12)CCC3 (stereo unspecified)	5.8%	-2.9%	-7.9%	?	7.6%	-1.7	11.4%	8.0%	?
O=S(=O)(NCc1cccnc1)c1ccc(Cl)c2ccccc12	31.2%	-1.0%	-2.4%	-19.6%	-1.4%	8.5	4.1%	9.8%	i
COc1ccc(CCNC(=O)CS(=O)Cc2nc(-c3cccs3)oc2C)cc1OC (stereo unspecified)	30.7%	4.7%	2.6%	-12.2%	-0.7%	-0.6	0.1%	39.8µM*	7.0%
CC(C)CC(NC(=O)c1ccc(Cl)cc1)C(=O)OCc1cc([N+](=O)[O-])cc2c1OCOC2 (stereo unspecified)	0.5%	6.7%	-12.5%	-11.8%	-7.5%	-1.7	1.9%	-10.2%	i
O=C(CCSCc1cnn(-c2ccccc2)c1-n1cccc1)NCc1ccc(Cl)cc1	9.4%	0.8%	11.3%	-8.9%	-4.7%	-1.4	-4.8%	2.9%	1.8%
CC(=O)N(C)c1ccc(OCC(O)COc2ccc(N(C)C(C)=O)cc2)cc1	20.2%	19.8%	1.1%	1.1%	-9.5%	6.6	3.0%	1.7%	-6.1%
COc1ccc(C2=NCCn3nc4cc(C(F)(F)F)ccc4c32)cc1	50.6%[activator]	-4.0%	2.1%	-28.7%	-4.2%	-2.4	6.8%	4.1%[57.1 µM]	-4.5%
O=C(Cn1nc(C(F)(F)F)c2c1CCCC2)NC1CCCC1	36.8%[activator]	-0.7%	0.1%	-12.6%	-3.1%	-0.9	-0.4%	5.0%	-11.5%
COC(=O)c1ccc(N2CCS(=O)(=O)CC2)cc1	27.8%	13.1%	-9.5%	-0.4%	-1.2%	0.5	-6.6%	0.5%	-3.9%
